ATG4B inhibitor = ATG4B (human) cysteine protease inhibition; Q9Y4P1; AID 504462; ATG4B cleavage of LC3-PLA2, NBD-HPC fluorescence, 1 h; inhibition, % at 8.33 µM; hit rate 0.51% among 340,000; in the data active means inhibition above about 40%
mIAP block = blocks mouse intestinal alkaline phosphatase; purified mouse IAP, CDP-Star luminescence, 30 min; inhibition, % at 10 µM; hit rate 0.2% among 330,000; AID 2806;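 active means inhibition of at least 40% at 10 µM in the primary screen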;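 further: plate controls were DMSO with enzyme for no effect and no enzyme wells for full effect; values of inactives mirror those of a sister screen read the other way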
tim10-1 inh = tim10-1 yeast growth inhibition; inhibition, % at 20 µM; AID 463190; S. cerevisiae tim10-1 ts strain growth, BacTiter-Glo, 24 h; hit rate 2.2% among 330,000;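 active means inhibition of at least 40%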;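 further: mutant grown at 25 °C; 0% = DMSO wells with yeast and 100% = wells holding no yeast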
mIAP activ = mouse IAP activation; muIAP, CDP-Star luminescence, 30 min; hits give high values; 1 = vehicle-only enzyme signal, 0 = enzyme-free wells; activation factor at 10 µM; hit rate 0.24% among 330,000;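 active means activation factor of at least 2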; further: the source names both 10 and 20 µM as test concentration; values of inactives mirror those of a sister screen read the other way
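System: mouse IAP enzyme. Reagent: CDP-Star chemiluminescent phosphatase substrate. Benchmarks: DMSO wells, no-enzyme wells. Times: 30 min enzyme-substrate-compound incubation at room temperature. Detection: luminescence from enzymatic CDP-Star hydrolysis. Doses: test compounds delivered from DMSO solution.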
hIAP block = human IAP inhibition; purified IAP, CDP-Star luminescence, 30 min; hit rate 0.12% among 330,000; AID 2544; P09923; inhibition, % at 10 µM;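 active means inhibition reaching a set limit with compound at 10 µM in the primary screen, cut at about 35% in these data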;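 further: plate controls were DMSO wells with enzyme for no effect and no-enzyme buffer wells for full effect; values of inactives mirror those of a sister screen read the other way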
TIM10 inh = inhibits growth of TIM10 yeast strain; S. cerevisiae TIM10 strain growth, BacTiter-Glo luminescence, 24 h; inhibition, % at 10 µM; hit rate 1.4% among 330,000;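 active means inhibition of 40% or more at the single tested concentration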;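 further: wild-type TIM10 isogenic control strain grown at permissive 25 °C; 0% = DMSO yeast wells and 100% = minimal medium wells without yeast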
Apaf-1 inh = human Apaf-1 inhibition | O14727 | reconstituted apoptosome caspase-3 activity, DEVD-Rh110 fluorescence | inhibition, % at 20 µM | hit rate 0.71% among 330,000; active means inhibition of at least 40% at 20 µM;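 further: plate controls were DMSO wells for no effect and DEVD-CHO caspase inhibitor wells for full effect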
Target sequence (O14727 whole entry, looked up): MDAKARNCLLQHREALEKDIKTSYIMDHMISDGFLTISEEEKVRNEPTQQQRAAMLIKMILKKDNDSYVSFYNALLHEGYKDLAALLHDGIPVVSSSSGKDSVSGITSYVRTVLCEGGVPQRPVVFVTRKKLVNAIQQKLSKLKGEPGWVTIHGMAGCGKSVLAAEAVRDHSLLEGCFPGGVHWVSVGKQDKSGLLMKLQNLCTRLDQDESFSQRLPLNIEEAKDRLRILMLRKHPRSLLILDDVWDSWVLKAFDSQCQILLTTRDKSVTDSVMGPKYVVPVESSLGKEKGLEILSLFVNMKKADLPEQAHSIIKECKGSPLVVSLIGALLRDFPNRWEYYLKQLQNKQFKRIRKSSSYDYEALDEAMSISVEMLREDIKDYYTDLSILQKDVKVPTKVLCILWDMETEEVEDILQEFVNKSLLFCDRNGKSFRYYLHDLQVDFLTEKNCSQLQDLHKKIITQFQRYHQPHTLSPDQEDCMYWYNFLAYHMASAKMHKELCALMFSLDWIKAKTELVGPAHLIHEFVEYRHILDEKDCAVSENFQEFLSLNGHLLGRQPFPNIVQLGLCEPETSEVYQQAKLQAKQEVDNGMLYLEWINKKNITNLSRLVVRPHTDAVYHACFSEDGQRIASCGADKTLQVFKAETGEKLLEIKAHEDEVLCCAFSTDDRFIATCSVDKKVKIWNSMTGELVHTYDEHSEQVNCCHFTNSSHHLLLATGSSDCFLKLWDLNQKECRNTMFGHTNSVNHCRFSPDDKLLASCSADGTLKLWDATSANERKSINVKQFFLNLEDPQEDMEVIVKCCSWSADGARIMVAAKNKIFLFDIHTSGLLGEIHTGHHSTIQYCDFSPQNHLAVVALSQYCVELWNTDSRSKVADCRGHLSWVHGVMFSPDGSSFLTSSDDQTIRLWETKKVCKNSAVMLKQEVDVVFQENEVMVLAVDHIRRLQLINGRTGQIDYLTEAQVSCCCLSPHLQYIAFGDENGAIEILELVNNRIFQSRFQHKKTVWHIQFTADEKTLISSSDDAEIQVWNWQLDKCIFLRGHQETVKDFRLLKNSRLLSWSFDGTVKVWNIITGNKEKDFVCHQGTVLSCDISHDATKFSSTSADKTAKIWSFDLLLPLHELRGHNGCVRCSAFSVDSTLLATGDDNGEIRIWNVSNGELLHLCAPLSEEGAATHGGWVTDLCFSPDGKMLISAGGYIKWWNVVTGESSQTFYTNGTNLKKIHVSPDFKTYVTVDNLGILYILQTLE
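Material: cell-free apoptosome with Apaf-1, procaspase-3 and caspase-9; Buffer or medium: Hepes pH 7.5 with detergent and BSA; Reagent: cytochrome c trigger plus (Z-DEVD)2-Rh110 caspase-3 substrate; Times: compound with Apaf-1, dATP, procaspase-3 30 min, then 50 min reaction, room temperature; Technique: Rh110 fluorescence intensity.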
NALP3 yeast inh = inhibitors of NALP3 inflammasome in yeast; Yeast reconstituted NLRP3/ASC/caspase-1, beta-gal luminescence, 24 h; inhibition, % at 10 µM; hit rate 0.39% among 330,000; AID 2825;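 active means inhibition of 50% or more; inactive means inhibition below 50%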;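 further: plate controls were induced DMSO wells for no effect and uninduced yeast grown without galactose for full effect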
hIAP act = increases human intestinal alkaline phosphatase activity; purified human IAP, CDP-Star luminescence, 30 min; hits give high values; 1 = vehicle-only enzyme, 0 = enzyme-free background; activation factor at 10 µM; hit rate 0.16% among 330,000;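 active means activation factor of the enzyme at least 2-fold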; further: the source names both 10 and 20 µM as test concentration; values of inactives mirror those of a sister screen read the other way
Numbers without * were called inactive. Random draw from the library; 4.5% or so of the library scored in one or more.

1	CC(=O)Nc1ccc(NC(=O)CSc2nnc(NC(=O)C3CC(=O)N(c4ccccc4)C3)s2)cc1 (centres undefined)
2	Cn1c(SCc2ccccc2)nnc1-c1cnccn1
3	CC(C)N(Cc1nc(-c2ccccc2)no1)C(=O)C1CCCCC1
4	CC1CCN(C(=O)CSc2nc3ccccc3s2)CC1
5	CCCN(CCC)CCCNC(=S)Nc1ccc2nc(N3CCN(C)CC3)cc(C)c2c1
6	Cc1nn(-c2ccc(C(=O)O)cc2)c(C)c1Cl
7	CCN(CC)c1ccc(C(=O)Nn2cnc3ccccc3c2=O)cc1
8	Cc1cc(N(C)C(=O)c2ccc3c(c2)S(=O)(=O)c2cc(Cl)ccc2C3=O)c(C(F)(F)F)o1

| Compound | 1 | 2 | 3 | 4 | 5 | 6 | 7 | 8 |
| --- | --- | --- | --- | --- | --- | --- | --- | --- |
| ATG4B inhibitor | 7 | 17 | 4 | -4 | -13 | 7 | -7 | -3 |
| mIAP block | -4 | -6 | 12 | 3 | -8 | 1 | -4 | 10 |
| tim10-1 inh | 2 | 21 | 25 | 19 | 0 | 5 | 12 | -15 |
| mIAP activ | 1 | 1.1 | 0.88 | 0.97 | 1.1 | 0.99 | 1 | 0.9 |
| hIAP block | -7 | -7 | 19 | -3 | 1 | 10 | -2 | 15 |
| TIM10 inh | -2 | 13 | 30 | 5 | -17 | 2 | 6 | -14 |
| Apaf-1 inh | 10 | -13 | -2 | 9 | -19 | -1 | 5 | -14 |
| NALP3 yeast inh | 14 | 1 | -11 | 16 | 2 | -1 | 42 | 16 |
| hIAP act | 1.1 | 1.1 | 0.81 | 1 | 0.99 | 0.9 | 1 | 0.85 |

Just NALP3 yeast inh, mIAP block and hIAP block, for two of the compounds above:
nr	smiles	NALP3 yeast inh	mIAP block	hIAP block
7	CCN(CC)c1ccc(C(=O)Nn2cnc3ccccc3c2=O)cc1	42	-4	-2
3	CC(C)N(Cc1nc(-c2ccccc2)no1)C(=O)C1CCCCC1	-11	12	19

Next structures:
9	O=C(CCCCCN1C(=O)c2ccccc2C1=O)Nc1ccccc1F
10	Cc1cc(C)cc(NC(=O)C2CCN(S(C)(=O)=O)CC2)c1
11	Cc1cc(NC(=O)c2ccco2)no1
12	CCS(=O)(=O)N1CCC(C(=O)O)CC1
13	O=C1c2ccccc2C(=O)N1/N=C/c1ccc(O)c(O)c1
14	CCNC(=O)/C(C#N)=C/c1c(N2CCN(c3cccc(Cl)c3)CC2)nc2c(C)cccn2c1=O
15	O=C(O)/C=C\C(=O)Nc1cccc(NC(=O)c2ccccc2)c1
16	Cc1ccc(C)c(S(=O)(=O)N2CCN(C(=O)[C@H](C)N3C(=O)C4CC=CCC4C3=O)CC2)c1 (some centres undefined)

| Compound | 9 | 10 | 11 | 12 | 13 | 14 | 15 | 16 |
| --- | --- | --- | --- | --- | --- | --- | --- | --- |
| ATG4B inhibitor | 3 | -8 | 0 | -3 | -6 | 19 | -2 | -5 |
| mIAP block | -1 | -2 | -5 | 1 | 34 | 10 | -9 | 3 |
| tim10-1 inh | 11 | 11 | 8 | 18 | 22 | 31 | 20 | 6 |
| mIAP activ | 1 | 1 | 1 | 0.99 | 0.66 | 0.9 | 1.1 | 0.97 |
| hIAP block | -4 | 4 | -15 | 6 | -11 | 14 | -13 | 10 |
| TIM10 inh | 11 | 3 | -5 | -13 | -10 | 26 | -3 | 8 |
| Apaf-1 inh | -1 | -67 | -9 | 9 | 11 | 25 | 12 | -2 |
| NALP3 yeast inh | 18 | 2 | -1 | 6 | 17 | 18 | 17 | 15 |
| hIAP act | 1 | 0.96 | 1.2 | 0.94 | 1.1 | 0.86 | 1.1 | 0.91 |

Reprinted, entries 12–16
12	CCS(=O)(=O)N1CCC(C(=O)O)CC1
13	O=C1c2ccccc2C(=O)N1/N=C/c1ccc(O)c(O)c1
14	CCNC(=O)/C(C#N)=C/c1c(N2CCN(c3cccc(Cl)c3)CC2)nc2c(C)cccn2c1=O
15	O=C(O)/C=C\C(=O)Nc1cccc(NC(=O)c2ccccc2)c1
16	Cc1ccc(C)c(S(=O)(=O)N2CCN(C(=O)[C@H](C)N3C(=O)C4CC=CCC4C3=O)CC2)c1 (some centres undefined)

| Compound | 12 | 13 | 14 | 15 | 16 |
| --- | --- | --- | --- | --- | --- |
| ATG4B inhibitor | -3 | -6 | 19 | -2 | -5 |
| mIAP block | 1 | 34 | 10 | -9 | 3 |
| tim10-1 inh | 18 | 22 | 31 | 20 | 6 |
| mIAP activ | 0.99 | 0.66 | 0.9 | 1.1 | 0.97 |
| hIAP block | 6 | -11 | 14 | -13 | 10 |
| TIM10 inh | -13 | -10 | 26 | -3 | 8 |
| Apaf-1 inh | 9 | 11 | 25 | 12 | -2 |
| NALP3 yeast inh | 6 | 17 | 18 | 17 | 15 |
| hIAP act | 0.94 | 1.1 | 0.86 | 1.1 | 0.91 |

Other entries follow:
17	O=C(Cc1cccs1)N1CCN(c2ccc([N+](=O)[O-])cc2)CC1
18	COc1cc2c(C#CCO)c(-c3ccc(C#N)cc3)oc(=O)c2cc1OC
19	COc1cc(/C=C(\C#N)C(=O)NCC2CCCO2)ccc1OCC(=O)O (centres undefined)
20	Cn1cccc1/C=N/NC(=O)c1cccs1
21	C/C(=N\N1CCN(Cc2ccc(Cl)cc2)CC1)c1ccc([N+](=O)[O-])cc1
22	O=C(O)c1nc(-c2ccccc2)n(-c2ccc(Cl)cc2)n1
23	COc1ccc(S(=O)(=O)Cc2ccccc2)cc1N
24	O=C(O)C(c1ccccc1)c1ccccc1

| Compound | 17 | 18 | 19 | 20 | 21 | 22 | 23 | 24 |
| --- | --- | --- | --- | --- | --- | --- | --- | --- |
| ATG4B inhibitor | 1 | 8 | 3 | 2 | 1 | 1 | 1 | -8 |
| mIAP block | 16 | 17 | 1 | -4 | 18 | -8 | 2 | 10 |
| tim10-1 inh | -3 | 9 | 5 | 2 | -6 | -2 | 8 | 5 |
| mIAP activ | 0.84 | 0.83 | 0.99 | 1 | 0.82 | 1.1 | 0.98 | 0.9 |
| hIAP block | 22 | -15 | 9 | 27 | 22 | -7 | 4 | 9 |
| TIM10 inh | 4 | 2 | 1 | 3 | 1 | -9 | 0 | -3 |
| Apaf-1 inh | 7 | -17 | -12 | 0 | 7 | -12 | -10 | -6 |
| NALP3 yeast inh | 17 | 16 | 12 | 34 | 6 | 11 | 9 | 7 |
| hIAP act | 0.79 | 1.1 | 0.91 | 0.73 | 0.78 | 1.1 | 0.96 | 0.91 |

25	COC(=O)c1ccc(C)c(NC(=O)Cc2coc3cc(OC)ccc23)c1
26	CN(C(=O)c1cccn(Cc2ccccc2)c1=O)c1ccccc1
27	CC(=O)c1c(C)[nH]c(C(=O)CSc2nnc(NC3CC3)s2)c1C
28	O=C(NCc1nc(-c2ccccc2)no1)c1ccc2c(c1)OCO2
29	COc1ccc(C(=O)N2CCN(Cc3ccccn3)CC2)cc1
30	COc1ccc(Cl)cc1NCCC(O)c1ccc(F)cc1 (centres undefined)
31	CCc1ccccc1NC(=O)CSc1nnc([C@@H](NC(=O)OC(C)(C)C)C(C)CC)o1 (some centres undefined)

| Compound | 25 | 26 | 27 | 28 | 29 | 30 | 31 |
| --- | --- | --- | --- | --- | --- | --- | --- |
| ATG4B inhibitor | -10 | -10 | -6 | -2 | -5 | 10 | 0 |
| mIAP block | -20 | 13 | -2 | -6 | -1 | 6 | -2 |
| tim10-1 inh | -10 | -4 | 0 | -28 | 2 | 15 | 31 |
| mIAP activ | 1.2 | 0.87 | 1 | 1.1 | 1 | 0.94 | 1 |
| hIAP block | -13 | 18 | -8 | -3 | -1 | 2 | -12 |
| TIM10 inh | 6 | 7 | -2 | 0 | -4 | 6 | 21 |
| Apaf-1 inh | 6 | -5 | 4 | -1 | 2 | 12 | 9 |
| NALP3 yeast inh | -2 | -8 | 7 | 32 | 1 | 7 | -7 |
| hIAP act | 1.1 | 0.82 | 1.1 | 1 | 1 | 0.98 | 1.1 |

Given with each value named: 4 of the compounds above.
[14] CCNC(=O)/C(C#N)=C/c1c(N2CCN(c3cccc(Cl)c3)CC2)nc2c(C)cccn2c1=O
  ATG4B inhibitor = 19
  mIAP block = 10
  tim10-1 inh = 31
  mIAP activ = 0.9
  hIAP block = 14
  TIM10 inh = 26
  Apaf-1 inh = 25
  NALP3 yeast inh = 18
  hIAP act = 0.86
[15] O=C(O)/C=C\C(=O)Nc1cccc(NC(=O)c2ccccc2)c1
  ATG4B inhibitor = -2
  mIAP block = -9
  tim10-1 inh = 20
  mIAP activ = 1.1
  hIAP block = -13
  TIM10 inh = -3
  Apaf-1 inh = 12
  NALP3 yeast inh = 17
  hIAP act = 1.1
[16] Cc1ccc(C)c(S(=O)(=O)N2CCN(C(=O)[C@H](C)N3C(=O)C4CC=CCC4C3=O)CC2)c1 (some centres undefined)
  ATG4B inhibitor = -5
  mIAP block = 3
  tim10-1 inh = 6
  mIAP activ = 0.97
  hIAP block = 10
  TIM10 inh = 8
  Apaf-1 inh = -2
  NALP3 yeast inh = 15
  hIAP act = 0.91
[17] O=C(Cc1cccs1)N1CCN(c2ccc([N+](=O)[O-])cc2)CC1
  ATG4B inhibitor = 1
  mIAP block = 16
  tim10-1 inh = -3
  mIAP activ = 0.84
  hIAP block = 22
  TIM10 inh = 4
  Apaf-1 inh = 7
  NALP3 yeast inh = 17
  hIAP act = 0.79

Assay outcomes: PubChem, Sanford-Burnham Center for Chemical Genomics
